# Screens (PubChem BioAssay)
# TSHR antag – Antagonists of the Thyroid Stimulating Hormone Receptor: HTS campaign | Thyrotropin receptor (Homo sapiens), P16473 | TSHR-expressing cells, TSH-stimulated cAMP HTRF, 2 h; hits give low values | activity change, negative = inhibition, % at 11.5 µM | hit rate 0.2% among 330,000 | AID 504810, 2011;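 active means activity change below a set negative limit, meaning inhibition stronger than a set level, cut at about -70% in these data; inconclusive means activity change between two set negative limits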; further: on the % scale 0 is the no-effect control and ±100 the full control effect
#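 Inhibition of cAMP made by TSHR-expressing cells under TSH stimulation (4nM final, EC80; 2 h, 37 deg C) is quantified with a one-step lysis HTRF kit, anti-cAMP cryptate versus cAMP-d2.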
# TRPV1 ag – HTS Assay for Compounds that Act as Agonists of the Vanilloid Receptor 1; Transient receptor potential cation channel subfamily V member 1 (Homo sapiens), Q8NER1; hit rate 0.19% among 320,000; activation, % at 8.33 µM; AID 540275, 2011; TRPV1-expressing cells, Fluo-8 calcium influx, agonist mode; in the data active means activation above about 80%; inconclusive means between about 30% and that limit; further: 0% is about no effect
#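 Fluo-8 calcium influx in TRPV1-expressing cells, kinetic read (ex 480/em 520 nm). Compound added and read 3 min for agonist activity, followed by capsaicin at EC20 final and 2 min further read for enhancement.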
# Eya2 inh – qHTS Assay for Inhibitors of the Phosphatase Activity of Eya2. Protein phosphatase EYA2 (Homo sapiens), O00167. recombinant Eya2, OMFP fluorescence dephosphorylation (OMFP is methylfluorescein phosphate). Potency, µM (top dose mostly 76.9 µM), for the others: at the top dose activity, negative = inhibition, hits mostly inhibitors. hit rate 0.006% among 330,000. AID 488837, 2010; further: potency means the concentration at half of the fitted maximal effect; on the % scale 0 is the no-effect control and ±100 the full control effect
# Target sequence (O00167 whole entry, looked up): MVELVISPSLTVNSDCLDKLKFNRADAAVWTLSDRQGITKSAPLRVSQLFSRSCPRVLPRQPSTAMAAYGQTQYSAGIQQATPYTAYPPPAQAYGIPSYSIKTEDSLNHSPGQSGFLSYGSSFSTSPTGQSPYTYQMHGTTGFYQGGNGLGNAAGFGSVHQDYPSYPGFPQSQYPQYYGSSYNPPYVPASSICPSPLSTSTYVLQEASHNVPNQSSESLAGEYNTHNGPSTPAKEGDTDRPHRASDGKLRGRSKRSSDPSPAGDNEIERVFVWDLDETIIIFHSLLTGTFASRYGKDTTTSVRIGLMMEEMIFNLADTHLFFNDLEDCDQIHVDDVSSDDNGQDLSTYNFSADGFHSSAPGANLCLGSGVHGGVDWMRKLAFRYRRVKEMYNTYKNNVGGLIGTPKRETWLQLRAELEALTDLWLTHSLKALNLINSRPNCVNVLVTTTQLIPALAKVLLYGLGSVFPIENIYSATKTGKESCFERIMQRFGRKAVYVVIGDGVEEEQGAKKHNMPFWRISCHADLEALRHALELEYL
#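 Eya2 protein (added as 0.2 uM solution) was preincubated with compound for 10 min at ambient temperature in 50 mM HEPES pH 7.5, 50 mM NaCl, 5 uM MgCl2, 0.05% BSA, 1 mM DTT. OMFP (added at 50 uM) then reacted 10 min; fluorescence read at 485/525 nm.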
# TCR activator – Activators of T cell receptors: qHTS campaign | primary human leukocytes, anti-CD3, IL-2 HTRF, 48 h | Potency, µM (doses to about 9.22 µM), for the others: at the top dose activation of IL-2 secretion, actives largely listed as activators | 330,000 tested, under 10 active; further: % of control where 0% means no effect
#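 Readout: HTRF IL-2, Eu-cryptate/d2 antibody pair, 320nm excitation, 665nm emission. Stimulus: a-CD3 beads, no co-stimulation. Cells: primary human leukocytes. Exposure: 48 hr with compound.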
# ELG1 DNA repair – qHTS screen for small molecules that inhibit ELG1-dependent DNA repair in human embryonic kidney (HEK293T) cells expressing luciferase-tagged ELG1 | HEK293T ELG1-luciferase reporter, luminescence, 16 h; DNA damage induced by 5-fluorouridine | Potency, µM (titrated, usually from 46.1 µM), without a hit: at the highest dose activity change, negative = inhibition, most hits filed as inhibitors | hit rate 2.3% among 330,000 | AID 504467, 2011; further: potency means the concentration at half of the fitted maximal effect; on the % scale 0 is the no-effect control and ±100 the full control effect; nearly all actives have a fitted effect of over 55% in size
#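 HEK293T cells expressing luciferase-tagged ELG1 (2,000/well) received 5-Fluorouridine plus compound or DMSO for 16 hr at 37 °C. Luciferase was read by ONE-Glo luminescence after 30 min at room temperature.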
# USP2a block – qHTS Assay for Inhibitors of Ubiquitin-specific Protease USP2a Using CHOP2 as the Reporter | USP2 core, Ub-CHOP2 coupled fluorogenic reporter, 485/531 | hit rate 0.01% among 330,000 | Ubiquitin carboxyl-terminal hydrolase 2 (Homo sapiens), O75604 | Potency, µM (titrated, usually from 38.3 µM), for the others: at the top dose activity change, negative = inhibition, actives largely listed as inhibitors;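 further: potency means the concentration at half of the fitted maximal effect; plate controls were DMSO wells for no effect and full inhibition by NEM control for full effect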
#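 Cell-free coupled assay: 10nM USP2 core preincubated 30min RT with compound in Tris-HCl pH 8.0/CaCl2/CHAPS buffer, then 25nM Ub-CHOP2 and 25nM reporter substrate; fluorescence (Ex 485/Em 531) read after 60min RT, normalized to NEM inhibition, concentration-response curves fitted.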
# KCNH2 3.1 block – qHTS for Inhibitors of KCHN2 3.1: Mutant qHTS; activity change, % (tested at about 1.8 µM); AID 720553, 2013; Potassium voltage-gated channel subfamily H member 2, brain isoform KCNH2 3.1 (human); hit rate 0.95% among 340,000; U2OS KCNH2 3.1, thallium flux FluxOr; hits give low values;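 active means maximum activity change below -70%; inconclusive means maximum activity change from -70% to -50%; inactive means maximum activity change above -50%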;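 further: thallium influx rate constant from kinetic fluorescence after stimulation buffer; on the % scale 0 is the no-effect control and ±100 the full control effect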
#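 Virally transduced U2OS (3.1 isoform, 4 h infection in dark at RT) → overnight 37 C → FluxOr + Red40 in HBSS/HEPES, 45 min → stimulation buffer, 2 min kinetic read → rate constant vs DMSO controls.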
# Mito fusion yeast – qHTS Assay for Small Molecule Inhibitors of Mitochondrial Division or Activators of Mitochondrial Fusion; hit rate 0.23% among 320,000; Potency, µM (top dose mostly 46.1 µM), inactives show at the highest dose growth rescue (activation), most hits filed as activators; S. cerevisiae fusion-defective mutant growth rescue, CellTiterGlo 48 h; AID 485298, 2010;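 further: potency means the concentration at half of the fitted maximal effect; % of control where 0% means no effect; nearly all actives have a fitted effect of over 45% in size; temperature-sensitive fusion mutants such as fzo1-1 at 37 °C on non-fermentable ethanol glycerol medium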
#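 S. cerevisiae fusion-defective temperature-sensitive mutants (e.g. fzo1-1, mgm1-5) grown 48 h at 37C in YPEG (ethanol/glycerol non-fermentable) medium with 23 nl compound per well; growth rescue read as CellTiterGlo luminescence.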
# hERG WT inh – qHTS for Inhibitors of KCHN2 3.1: Wildtype qHTS; activity change, % at 1.84 µM; Voltage-gated inwardly rectifying potassium channel KCNH2 (Homo sapiens), Q12809; hit rate 0.37% among 340,000; U2OS, BacMam KCNH2, thallium flux FluxOr; hits give low values;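 active means maximum activity change below -70%; inconclusive means maximum activity change between -70% and -50%; inactive means maximum activity change above -50%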; further: on the % scale 0 is the no-effect control and ±100 the full control effect
#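 U2OS cells transduced with wild-type KCNH2 virus are loaded with FluxOr dye for 45 min, and thallium flux is measured in kinetic reads before and after stimulation buffer. Rate constants are normalized to DMSO controls.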
# A-T KAP1 phos – qHTS Assay for Identifying a Potential Treatment of Ataxia-Telangiectasia. Potency, µM (series often up to 57.5 µM), for the others: top-dose activation, hits mostly activators. hit rate 0.19% among 320,000. […] A-T fibroblasts, KAP-1 phosphorylation AlphaLISA; neocarzinostatin DNA damage 30 min before lysis; further: potency means the concentration at half of the fitted maximal effect; % of control where 0% means no effect; nearly all actives have a fitted effect of over 45% in size
#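 hTERT-immortalized A-T patient fibroblasts ([…]), 500 cells/well in OPTI-MEM, 1% FBS, got compounds for 60 min, then NCS for 30 min at 37C. Lysates were then assayed for phospho-KAP-1 by AlphaLISA (anti-pKAP1 donor, anti-KAP1 acceptor beads), 6 hr at 25C.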
# Active calls of the source: *; i = inactive; ? = inconclusive; / = not tested or not shown; & = joins results of further samples; [ ] = remark or other dose. Unless noted, the call rests on the fitted dose curve; in most records, active means well fitted curve in the direction sought with a large enough effect; inconclusive means small, poorly fitted or top-dose-only effect, or another doubt; inactive means no such curve, though single readings can be large; an effect the other way counts as inactive or inconclusive. An excerpt. The share of hits here may be higher or lower than overall.
# Order of results – TSHR antag, TRPV1 ag, Eya2 inh, TCR activator, ELG1 DNA repair, USP2a block, KCNH2 3.1 block, Mito fusion yeast, hERG WT inh, A-T KAP1 phos
COc1ccc2c(c1)c(C(=O)CN1CCN(C)CC1)c(C)n2Cc1ccccc1
  4, 1, 1%, 0%, 6%, 1%, -4, -3%, 7, -5%
COc1ccc(S(=O)(=O)N(C)C[C@H]2Oc3c(NC(=O)NC4CCCCC4)cccc3C(=O)N([C@H](C)CO)C[C@@H]2C)cc1
  -6, /, -25%, -3%, ?, 3%, -3, /, -1, -6%
C=CCn1c(O)c(C=NC2CCN(Cc3ccccc3)CC2)c(=O)[nH]c1=O
  -1, -1, 8%, 0%, -17%, 0%, -10, -4%, 4, -8%
O=C(c1cccn2c(=O)c3ccc(Cl)cc3nc12)N1CCC2(CC1)OCCO2
  -6, 0, 8%, 0%, -2%, 3%, 4, -1%, 1, -1%
CN(C)c1ccc2c(c1)N=C(c1ccco1)OP2(=S)N1CCOCC1 (centres undefined)
  4, 0, 4%, -1%, ?, 3%, 1, -3%, 3, -2%
Cc1ccccc1NP(=O)(Oc1ccccc1F)Oc1ccccc1F
  6, 8, -16%, -5%[46.1 µM], 23µM*, 1%, -2, ?, -1, 4%
CC1CCC(N(C)C2CCN(C)CC2)CC1 (centres undefined)
  40, -3, -7%, 0%, -7%, 1%, -11, -2%, 4, 4%
COc1ccc(OC)c(-n2c(O)c(/C=C3\C(C)=Nc4ccccc43)c(=O)[nH]c2=O)c1
  -5, -1, 3%, -3%, -2%, 3%, 6, -3%, 3, 0%
c1ccc(-c2[nH]c[n+](CC3CO3)c2-c2ccccc2)cc1 (centres undefined)
  4, 3, -11%, -2%[46.1 µM], 0%, -16%, /, -1%, /, 2%
O=c1[nH]c(=O)n(-c2ccccc2)c(O)c1C=NC12CN3CN(CN(C3)C1)C2
  -4, -6, 8%, /, -1%, 0%, /, 25%, /, 3%
C=CCN1C(=O)C2(C(C(=O)OCC)=C(N)Oc3ccccc32)C2=C1CCCC2=O (centres undefined)
  32, 0, 18%, -19%, 3%, 1%, -1, 1%, -6, 3%
CCn1c(=O)n(CC)c2cc([N+](=O)[O-])c(N3CCNCC3)cc21
  -4, 0, 1%, -1%, ?, -12%, 0, -5%, -2, 2%
CC(C(=O)c1c[nH]c2ccccc12)N1CCSCC1 (centres undefined)
  2, 14, -6%, 1%, 2%, 1%, -3, 1%, 12, 4%
COc1cc(OC)c(OC)cc1CNCCc1ccc2c(c1)OCO2
  5, 2, 2%, /, -9%, -1%, 24, -4%, 15, -2%
Cc1cc(C)cc(N2C(=O)NC(=O)/C(=C\c3cc(C)n(C)c3C)C2=O)c1
  -1, -1, 14%, 8%, 12%, -1%, 21, -4%, 9, 1%

# Overlap with the part before: two compounds, then new ones.
SMILES | TSHR antag | TRPV1 ag | Eya2 inh | TCR activator | ELG1 DNA repair | USP2a block | KCNH2 3.1 block | Mito fusion yeast | hERG WT inh | A-T KAP1 phos
COc1cc(OC)c(OC)cc1CNCCc1ccc2c(c1)OCO2 | 5 | 2 | 2% | / | -9% | -1% | 24 | -4% | 15 | -2%
Cc1cc(C)cc(N2C(=O)NC(=O)/C(=C\c3cc(C)n(C)c3C)C2=O)c1 | -1 | -1 | 14% | 8% | 12% | -1% | 21 | -4% | 9 | 1%
COc1ccc(CN2CCCCC2c2cccnc2)cc1C (centres undefined) | -7 | 17 | 5% | 4% | 8% | 0% | 6 | 3% | 0 | -1%
CC(C)c1ccc(NC(=O)CCNC(=O)N2C[C@H]3C[C@@H](C2)c2cccc(=O)n2C3)cc1 | 13 | 1 | -13% | 4% | 5% | -2% | 11 | -2% | -2 | 9%
CC(C)c1onc(C(=O)N2CCC3(CC2)OCCO3)c1[N+](=O)[O-] | 18 | 1 | -5% | 3% | 20% | 4% | 11 | 1% | -5 | -11%
CC(C)CC(N(C)C)C1(c2ccc(Cl)cc2)CCC1 (centres undefined) | 0&-11 | / | -6%&-20% | 4%&6% | 6%&-1% | 1%&0% | 21&2 | / | -5&-15 | 3%&-1%
O=C(c1n[nH]c(=O)c2ccccc12)N1CCC2(CC1)OCCO2 | -6 | -1 | -8% | 3% | ? | 5% | -14 | -3% | 5 | 2%
Cc1cc(-c2ccccc2)cc(-c2ccccc2)[n+]1CCc1ccccc1 | -29 | 1 | 9% | 4% | ? | 2% | -41 | -7% | -12 | 7%
CCOC(=O)C1=C(C)OC(N)=C(C(=O)OCC)[C@@]12C(=O)N(CC(N)=O)c1ccccc12 | -8 | 1 | -8% | 4% | 4% | -1% | 58 | -4% | 1 | -3%
Cc1c(Oc2cc(NN3CCCCC3)c([N+](=O)[O-])cc2[N+](=O)[O-])cccc1[N+](=O)[O-] | 20 | ? | 8% | 5% | 27% | 0% | -3 | 0% | -3 | 10%
OC[C@H]1OC(O)C[C@@H](O)[C@@H]1O (some centres undefined) | 0 | -2 | -1% | 2% | -3% | 1% | 1 | -38%[inhibitor] | -2 | -3%
COc1ccc(CN2CCN(Cc3ccccc3)CC2)c(OC)c1 | 4 | 2 | -2% | / | 1% | 2% | 12 | -1% | -19 | 1%
COc1ccc(C2C(C(=O)N3CCC4(CC3)OCCO4)CC(=O)N2c2ccc(OC)cc2)cc1 (centres undefined) | -5 | -1 | -21% | 6% | 4% | -2% | -2 | 0% | -5 | 2%
C[C@]12CC[C@H](O)CC1=CCC1C2CC[C@]2(C)C(=O)[C@H](Br)CC12 (some centres undefined) | -9 | / | -9% | 1% | ? | 1% | -8 | / | -18 | 11%
COc1ccc(C=C2C(=O)N(C)C(=O)N(C)C2=O)cc1CSc1ccccn1 | 3 | -1 | 0% | 5% | ? | 3% | 14 | 2% | 1 | 11%
CCOc1ccc(N2C(=O)NC(=O)/C(=C\c3ccc(N4CCOCC4)cc3C)C2=O)cc1 | 18 | 0 | -6% | -2% | ? | 1% | -4 | -5% | i | 6%
COC(=O)c1ccc(CN2CCSC2=N)cc1 | 14 | -1 | 4% | 0% | -1% | 2% | -7 | 0% | 13 | 7%
O=C1N=C(N2CCCCC2)SC1=C1CCCCC1 | -2 | 8 | 18% | 7% | ? | 4% | -6 | 6% | -5 | -2%
CN1CCN(c2ccc(S(C)(=O)=O)cc2[N+](=O)[O-])CC1 | 27 | 0 | 2% | -1%[46.1 µM] | 14% | 0% | -5 | 7% | -36 | 4%
CSc1cccc(CNC(=O)C2CCC(=O)N(Cc3cccc(C(F)(F)F)c3)C2)c1 (centres undefined) | 3 | 18 | -3% | -1% | ? | 1% | -6 | -6% | 0 | 5%
CC(C)(C)NC(=O)C1CC2CCCCC2CN1 (centres undefined) | 13 | 13 | -9% | 5% | ? | 0% | 10 | 3.5µM* | -8 | 8%
C=CCN1C(=O)NC(=O)/C(=C/c2ccoc2)C1=O | 30 | -5 | 22% | 1%[46.1 µM] | 26% | ? | 6 | 1% | 11 | 9%
O=C(NC1(C(F)(F)F)Oc2ccccc2O1)N1CCC2(CC1)OCCO2 | -7 | -4 | 3% | 3%[46.1 µM] | ? | -1% | 9 | -3% | -2 | 3%

# Compounds from the list above that have a furan ring, fused or not (2):
SMILES | TSHR antag | TRPV1 ag | Eya2 inh | TCR activator | ELG1 DNA repair | USP2a block | KCNH2 3.1 block | Mito fusion yeast | hERG WT inh | A-T KAP1 phos
CN(C)c1ccc2c(c1)N=C(c1ccco1)OP2(=S)N1CCOCC1 (centres undefined) | 4 | 0 | 4% | -1% | ? | 3% | 1 | -3% | 3 | -2%
C=CCN1C(=O)NC(=O)/C(=C/c2ccoc2)C1=O | 30 | -5 | 22% | 1%[46.1 µM] | 26% | ? | 6 | 1% | 11 | 9%
